Screening results deposited in PubChem by National Center for Advancing Translational Sciences (NCATS).
D1 agonist: human D1 receptor agonism; P21728; HEK293 T-REx D1 cells, calcium flux, agonist mode; activation, % at 2 µM; 360,000 tested, 1% active; in the data active = activation above about 30%; also: 0% is about no effect
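Inducible HEK293 T-REx D1 cells, force-coupled to calcium signalling, were plated at 4000 cells/well with tetracycline and held overnight at 30 C. After no-wash calcium dye loading, compound-evoked calcium rise over 180 s flagged agonists.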
RXFP1 antag: blocks the human relaxin receptor RXFP1. Q9HBX9. HEK293-RXFP1, relaxin-stimulated cAMP HTRF, 30 min; stronger effect = lower value. activity change, negative = inhibition, % at 57.5 µM. 350,000 tested, 0.59% active. AID 1259400;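 active = activity change of -60% or lower, but not beyond a set lower limit; inconclusive = change between -60% and -40%, or beyond the set limit; inactive = change above -40%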; also: % is scaled to controls: 0 for no effect and ±100 for the full control effect
D1 antag: antagonists of human D1 dopamine receptor. P21728. HEK293 TREx D1 cells, calcium flux, dopamine EC80; stronger effect = lower value. activity change, negative = inhibition, % at 10 µM. 360,000 tested, 3.2% active. AID 504652; in the data active = activity change below about -30%; also: % is scaled to controls: 0 for no effect and ±100 for the full control effect
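After overnight tetracycline induction at 30 C, force-coupled D1 HEK293 cells took up a no-wash calcium dye at room temperature. Compounds were added and monitored 180 s, and the response to EC80 dopamine was then recorded.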
Anesthetic bind: binds horse apoferritin like a general anesthetic. P02791. apoferritin/1-aminoanthracene competitive binding, fluorescence. Potency, µM (highest dose often 77.5 µM), for the others: top-dose activity change, negative = displacement, most hits filed as inhibitors. 350,000 tested, 0.074% active. AID 485281; also: potency is read from the fitted curve at half-maximal effect; % is scaled to controls: 0 for no effect and ±100 for the full control effect; nearly all actives have a fitted effect of over 20% in size
Target sequence (P02791 2-175 limits assumed): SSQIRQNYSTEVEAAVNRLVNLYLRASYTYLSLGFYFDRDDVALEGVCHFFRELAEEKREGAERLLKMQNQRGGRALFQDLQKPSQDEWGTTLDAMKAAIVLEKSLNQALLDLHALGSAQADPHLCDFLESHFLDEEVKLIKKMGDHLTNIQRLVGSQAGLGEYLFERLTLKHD
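Apoferritin-based anesthetic binding model; compound displacement of fluorescent 1-AMA measured as endpoint fluorescence after 10 minutes at room temperature, scaled to free-ligand and complex controls.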
TRHR agonist: agonists of human TRH receptor; P34981; TRHR cells, calcium flux fluo-8, FDSS agonist mode; activation, % at 2 µM; 360,000 tested, 0.18% active; AID 493084; in the data active = activation above about 30%; also: 0% is about no effect
Target sequence (P34981 whole entry, looked up): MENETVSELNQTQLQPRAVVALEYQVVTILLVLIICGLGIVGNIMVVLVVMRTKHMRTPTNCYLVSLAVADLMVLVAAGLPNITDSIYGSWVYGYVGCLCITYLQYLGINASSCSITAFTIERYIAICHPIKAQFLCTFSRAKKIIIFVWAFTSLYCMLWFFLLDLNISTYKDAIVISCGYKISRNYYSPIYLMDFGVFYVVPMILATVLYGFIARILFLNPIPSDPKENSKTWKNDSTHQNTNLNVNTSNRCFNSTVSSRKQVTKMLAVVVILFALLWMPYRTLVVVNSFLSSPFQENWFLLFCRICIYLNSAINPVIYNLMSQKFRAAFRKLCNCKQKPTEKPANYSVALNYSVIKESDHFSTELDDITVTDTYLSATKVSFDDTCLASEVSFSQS
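TRHR-expressing cells loaded with fluo-8 calcium dye; 23 nL library compound pin-transferred, kinetic FDSS fluorescence (Ex 480/Em 530) recorded about 180 s for agonist-induced calcium release, before a 10 nM TRH EC20 addition for potentiator mode.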
D2 PAM: D2 dopamine receptor (human) potentiation; potentiation, % at 10 µM; 340,000 tested, 0.34% active; P14416; AID 485347; HEK293 T-REx D2, calcium flux, EC20 dopamine potentiation;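 active = potentiation over 3 SD above the plate norm, cut at about 30% in these data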; also: 0% is about no effect
Target sequence (P14416 whole entry, looked up): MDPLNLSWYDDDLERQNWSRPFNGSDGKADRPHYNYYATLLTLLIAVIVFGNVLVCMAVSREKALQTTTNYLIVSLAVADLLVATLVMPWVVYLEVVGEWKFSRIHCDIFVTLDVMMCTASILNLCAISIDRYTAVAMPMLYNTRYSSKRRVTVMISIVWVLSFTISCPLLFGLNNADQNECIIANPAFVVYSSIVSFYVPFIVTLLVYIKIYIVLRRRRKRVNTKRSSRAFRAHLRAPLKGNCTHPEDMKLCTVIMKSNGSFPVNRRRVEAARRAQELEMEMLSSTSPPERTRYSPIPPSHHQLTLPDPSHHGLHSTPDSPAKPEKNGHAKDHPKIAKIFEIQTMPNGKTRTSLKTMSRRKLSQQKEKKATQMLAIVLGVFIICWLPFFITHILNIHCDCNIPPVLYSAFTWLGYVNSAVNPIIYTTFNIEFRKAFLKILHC
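Using a no-wash calcium dye in inducible, force-coupled HEK293 Trex cells expressing D2, we tracked fluorescence each second for 180 s after compound, then for 180 s after EC20 dopamine to detect augmented signalling.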
RXFP1 ag: agonists of human relaxin receptor RXFP1; HEK293T-RXFP1 cAMP TR-FRET, 30 min; response scale: percent of porcine relaxin response, buffer zero; Potency, µM (highest dose often 57.5 µM), without a hit: at the highest dose activation, actives largely listed as activators; AID 2676; 370,000 tested, 0.3% active; Q9HBX9; also: potency is read from the fitted curve at half-maximal effect; % is scaled to controls: 0 for no effect and ±100 for the full control effect; nearly all actives have a fitted effect of over 60% in size; many of its hits are not listed in these tables
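HEK293 cells stably expressing RXFP1, treated 30 min at 37C with compounds plus PDE4 inhibitor Ro 20174; cAMP measured by HTRF TR-FRET. Normalized to buffer and 29 nM porcine relaxin; EC50 by Hill fit.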
D1 PAM: human D1 dopamine receptor positive modulation; P21728; HEK293 TREx D1 cells, calcium flux, dopamine EC20 potentiation; potentiation, % at 10 µM; 360,000 tested, 0.036% active; AID 504651; in the data active = potentiation above about 30%; also: 0% is about no effect
TRHR PAM: allosteric enhancers of human TRH receptor; 360,000 tested, 0.66% active; P34981; enhancement, % at 2 µM; TRHR cells, fluo-8 calcium fluorescence, EC20 TRH enhancement; AID 493056; in the data active = enhancement above about 30%; also: 0% is about no effect
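TRHR-expressing cells loaded with fluo-8 calcium dye were read kinetically (ex 480/em 530) during compound addition, then stimulated with an EC20 of TRH (10 nM final). Enhancement of the Gq-mediated intracellular calcium response was scored.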
An asterisk follows results filed as active; ? = inconclusive; / = no result given; [ ] = dose if it differs, or a comment. Unless noted, calls follow the shape of the dose curve; as a rule, active = well fitted curve in the direction sought with a large enough effect; inconclusive = small, poorly fitted or top-dose-only effect, or another doubt; inactive = no such curve, though single readings can be large; an effect the other way counts as inactive or inconclusive.

SMILES	D1 agonist	RXFP1 antag	D1 antag	Anesthetic bind	TRHR agonist	D2 PAM	RXFP1 ag	D1 PAM	TRHR PAM
Cc1ccc(NC(=O)c2sc(N)nc2-c2ccc([N+](=O)[O-])cc2)c(C)c1	0.7	-35.5	0.2	3.1%	-0.6	-4.1	-0.2%	-12.2	2.5
COc1ccc(C2=NOC3(CC(=O)N(c4ccc(C)cc4)C3=O)C2)c(OC)c1 (centres undefined)	4.7	6.7	3.1	-13.4%	0.3	9.0	0.4%	1.7	4.5
CCN(CC)S(=O)(=O)c1cccc(NC(=O)c2ccc(Sc3nncn3C)c([N+](=O)[O-])c2)c1	-1.0	0.8	-14.5	-23.6%	0.2	-5.1	11.4%	-1.1	-6.7
O=C(Nc1ccc(Cl)cn1)c1ccc(COc2ccccc2Br)o1	15.5	-19.2	-15.1	?	-0.3	-4.6	5.1%	-13.6	-3.2
CCOc1ccc(CNC(=O)c2c(C)nn(-c3ccc(F)cc3)c2-n2cccc2)cc1	14.7	/	-12.9	33.5%[activator]	2.1	2.2	3.8%	-0.3	4.9
CCOC(=O)c1ccc2c(c1)nc(SCc1cn3ccsc3n1)n2CC	1.7	-13.0	-2.5	-16.2%	-0.5	7.0	0.6%	-2.5	9.2
COc1cc(C=O)ccc1OCCOCCOc1ccccc1Cl	4.4	-2.5	-4.1	?	0.4	5.4	2.2%	-0.5	3.2
Cc1ccc(C)c(NC(=O)c2cccc(Oc3ccc([N+](=O)[O-])cc3Cl)c2)c1	2.9	-9.9	-9.2	-15.7%	0.8	1.2	-2.6%	8.3	0.0
CCc1cccc(C)c1NC(=O)CCS(=O)(=O)c1ccc2c(c1)oc(=O)n2C	0.2	-11.6	2.7	-0.8%	-0.5	-10.8	0.7%	-4.5	7.9
O=C(CSc1n[nH]c(-c2ccccc2)n1)c1ccccc1	7.5	/	-12.1	-21.1%	-0.6	7.8	-1.3%	-9.8	7.6
COC(=O)c1nnn(-c2cccc(C)c2)c1C(=O)OC	4.9	-14.1	-0.9	-4.4%	-0.1	17.5	-0.6%	-1.1	-0.2
CC1(C)CC(=O)C=C(c2ccc3ccccc3c2)C1	-4.0	/	/	/	-0.4	3.6	-0.9%	3.5	11.3
CCOCCCNC(=O)C(c1ccc(C)cc1)N(Cc1cccs1)C(=O)c1ccccn1 (centres undefined)	6.8	-2.4	35.5	-8.0%	0.3	-2.2	-1.0%	-5.2	-2.4
COC(=O)c1ccccc1NC(=O)c1cnc(Nc2ccc(OC)cc2)c2ccccc12	-0.9	/	-7.1	224.8%[activator]	-0.3	16.8	-0.5%	4.6	-2.9
CCOCC(O)CS(=O)(=O)c1ccccn1 (centres undefined)	1.0	15.2	-16.4	-14.7%	0.4	15.4	0.9%	0.1	-2.9
CC(NC(N)=O)C(=O)Nc1ccc(Cl)c(S(=O)(=O)Nc2ccc(Cl)cc2)c1 (centres undefined)	8.5	3.4	-6.6	-9.7%	1.1	-5.3	2.1%	11.2	-0.2
Cc1ccccc1NC(=O)Cn1c(=O)n(CCC(=O)NCc2ccc3c(c2)OCO3)c(=O)c2sccc21	1.5	6.1	-6.3	4.5%	-1.2	-4.5	22.4%	1.4	2.3
CC(C)(C)C1CCc2c(sc(NC(=O)c3ccccc3F)c2C(=O)NCc2ccco2)C1 (centres undefined)	-0.2	2.4	0.6	-14.9%	-0.9	-2.8	-1.8%	1.4	-7.3
O=C(O)C1CC=CCC1C(=O)NCCCN1CCCC1=O (centres undefined)	4.3	3.9	-14.3	-3.8%	0.3	4.8	-1.7%	2.1	45.2*
CCc1ccc2nc(SCC(=O)N3CC(=O)Nc4ccccc43)c(C#N)cc2c1	3.3	2.8	-13.6	5.2%	1.4	16.1	1.5%	-3.1	4.4
COc1ccccc1C1(CC(=O)Nc2nccs2)CCOC(C(C)C)C1 (centres undefined)	-0.3	-5.3	10.7	-15.7%	0.7	0.1	0.2%	-1.7	-0.9
CCc1ccc(S(=O)(=O)/N=C2\C=C(Nc3cccc(C(=O)O)c3)C(=O)c3ccccc32)cc1	0.3	2.0	9.9	-19.2%	0.5	0.9	2.7%	-3.9	-0.6
N#CCSc1ccccc1NC(=O)COc1ccc(-c2nnco2)cc1	5.6	1.1	4.3	/	14.0	3.4	1.9%	-4.9	0.9
O=C(COC(=O)c1ccc(S(=O)(=O)N2CCCCCC2)cc1)NCc1ccc(F)cc1	-0.5	-8.1	-8.4	/	-0.4	1.5	0.3%	4.7	4.1
CCc1nnc(NC(=O)c2ccc(-c3ccc([N+](=O)[O-])cc3Cl)o2)s1	-3.1	12.3	-11.7	1.1%	1.1	-0.8	-2.5%	2.0	0.1

Sorted by the number under Anesthetic bind (high to low): four of the compounds above.
Molecule | D1 agonist | RXFP1 antag | D1 antag | Anesthetic bind | TRHR agonist | D2 PAM | D1 PAM | TRHR PAM
CCc1cccc(C)c1NC(=O)CCS(=O)(=O)c1ccc2c(c1)oc(=O)n2C | 0.2 | -11.6 | 2.7 | -0.8% | -0.5 | -10.8 | -4.5 | 7.9
CC(NC(N)=O)C(=O)Nc1ccc(Cl)c(S(=O)(=O)Nc2ccc(Cl)cc2)c1 (centres undefined) | 8.5 | 3.4 | -6.6 | -9.7% | 1.1 | -5.3 | 11.2 | -0.2
CC(C)(C)C1CCc2c(sc(NC(=O)c3ccccc3F)c2C(=O)NCc2ccco2)C1 (centres undefined) | -0.2 | 2.4 | 0.6 | -14.9% | -0.9 | -2.8 | 1.4 | -7.3
Cc1ccc(C)c(NC(=O)c2cccc(Oc3ccc([N+](=O)[O-])cc3Cl)c2)c1 | 2.9 | -9.9 | -9.2 | -15.7% | 0.8 | 1.2 | 8.3 | 0.0

The listing picks up, starting four compounds before the break.
SMILES	D1 agonist	RXFP1 antag	D1 antag	Anesthetic bind	TRHR agonist	D2 PAM	RXFP1 ag	D1 PAM	TRHR PAM
CCc1ccc(S(=O)(=O)/N=C2\C=C(Nc3cccc(C(=O)O)c3)C(=O)c3ccccc32)cc1	0.3	2.0	9.9	-19.2%	0.5	0.9	2.7%	-3.9	-0.6
N#CCSc1ccccc1NC(=O)COc1ccc(-c2nnco2)cc1	5.6	1.1	4.3	/	14.0	3.4	1.9%	-4.9	0.9
O=C(COC(=O)c1ccc(S(=O)(=O)N2CCCCCC2)cc1)NCc1ccc(F)cc1	-0.5	-8.1	-8.4	/	-0.4	1.5	0.3%	4.7	4.1
CCc1nnc(NC(=O)c2ccc(-c3ccc([N+](=O)[O-])cc3Cl)o2)s1	-3.1	12.3	-11.7	1.1%	1.1	-0.8	-2.5%	2.0	0.1
O=C(NC1CC2CCCC(C1)N2CC(=O)N1CCCc2ccccc21)C1CCCCC1 (centres undefined)	-2.9	-3.9	-6.0	-8.5%	-0.4	-1.5	2.1%	-8.4	-1.3
Cn1cc(C(=O)C(=O)N2CCc3ccccc32)c2ccccc21	1.3	3.1	-25.8	-8.4%	1.4	-5.9	0.3%	-18.6	6.1
COc1ccccc1OCCCn1c(=O)oc2ccc(C)cc21	2.4	0.6	18.8	-20.8%	-0.2	4.1	2.2%	-5.5	0.1
CCN(CC(=O)Nc1ccccc1C(F)(F)F)C(=O)c1cc(-c2cccs2)nn1-c1ccccc1	4.6	-2.7	-9.4	-15.2%	0.4	9.3	6.6%	-2.5	-5.5
CC(C)CNS(=O)(=O)c1ccc(OCC(=O)NCC2CCCO2)c(Cl)c1 (centres undefined)	1.6	-0.2	-35.7*	-6.8%	-0.2	-6.5	-3.0%	-2.2	-0.9
Cc1ccc2nc(NC(=O)c3ccccn3)sc2c1	2.5	-32.7	-14.9	-11.3%	0.7	18.0	1.4%	-2.6	-0.4
CSc1nnnn1-c1c(C)cc(C)cc1C	1.8	-4.9	1.3	-1.2%	-0.4	-15.5	-0.4%	-3.8	41.9*
CC(C)(C)OC(=O)N[C@@H](CCCCNC(=O)OCc1ccccc1)c1nnc([C@H](CCCCNC(=O)OCc2ccccc2)NC(=O)OC(C)(C)C)o1	9.8	/	5.2	-7.5%	4.1	-7.0	0.0%	0.1	-5.2
CCOc1ccc(S(=O)(=O)Nc2ccc3oc(C)c(C(=O)OC(C)C)c3c2)cc1	13.3	/	-25.6	-4.7%	0.0	13.7	-1.2%	-1.4	4.7
C=CCn1c(Oc2ccccc2F)nc2c1c(=O)n(C)c(=O)n2C	6.4	-3.9	-3.5	-9.4%	-1.0	14.9	-1.2%	-4.6	1.7
Cc1[nH]n(-c2ccc([N+](=O)[O-])cc2)c(=O)c1C=NCCc1c[nH]c2ccccc12	-1.1	-29.4	-36.1*	-0.3%	-0.3	-3.2	0.4%	-7.2	-6.8
Clc1cccc(-c2csc(Nc3cccnc3)n2)c1	1.3	0.7	-13.8	2.4%	-0.3	5.7	-1.8%	-2.7	3.3
CCOc1ccccc1CNC(=O)Cn1nc(C)c2c(C)n(-c3ccc(C)cc3)nc2c1=O	-0.2	5.8	-4.2	-13.0%	-2.4	2.2	1.3%	0.6	1.9
CCCCNC(=O)CSc1nc2cc3c(cc2c(=O)n1Cc1ccc(C(=O)NCCc2ccc(OC)c(OC)c2)cc1)OCO3	1.6	-2.9	-11.0	-6.5%	-0.2	6.9	1.1%	-1.2	0.1

Given with values under each structure: two of the compounds above
Every second line gives: D1 agonist | RXFP1 antag | D1 antag | Anesthetic bind | TRHR agonist | D2 PAM | RXFP1 ag | D1 PAM | TRHR PAM
Cc1ccc2nc(NC(=O)c3ccccn3)sc2c1
    2.5 | -32.7 | -14.9 | -11.3% | 0.7 | 18.0 | 1.4% | -2.6 | -0.4
CSc1nnnn1-c1c(C)cc(C)cc1C
    1.8 | -4.9 | 1.3 | -1.2% | -0.4 | -15.5 | -0.4% | -3.8 | 41.9*

An excerpt. The share of hits here may be higher or lower than overall.
